Compound activity (PubChem)
TAAR1 antag – human TAAR1 antagonists, primary screen, Fluo-8 calcium fluorescence, CHO RD-HGA16 cells | antagonist | inhibition, % at 3 µM | Trace amine-associated receptor 1 (Homo sapiens), Q96RJ0 | hit rate 1.5% among 360,000;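 active = inhibition above a per-plate cutoff, the mean inhibition of test compounds on that plate plus 3 SD, cut at about 49% in these data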;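 also: 0% = DMSO plus EC80 beta-PEA response and 100% = DMSO alone without agonist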
Target sequence (Q96RJ0 whole entry, looked up): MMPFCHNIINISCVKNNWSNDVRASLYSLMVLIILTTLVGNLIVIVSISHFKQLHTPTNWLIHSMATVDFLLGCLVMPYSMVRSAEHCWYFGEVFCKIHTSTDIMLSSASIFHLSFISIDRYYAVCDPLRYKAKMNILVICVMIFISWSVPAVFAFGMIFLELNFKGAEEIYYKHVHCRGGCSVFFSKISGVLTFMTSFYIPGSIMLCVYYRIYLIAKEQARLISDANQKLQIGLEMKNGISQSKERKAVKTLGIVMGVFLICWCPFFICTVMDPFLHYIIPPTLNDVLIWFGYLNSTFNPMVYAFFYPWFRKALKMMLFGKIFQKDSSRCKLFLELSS
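Test system – hTAAR1-expressing CHO RD-HGA16 cells, Gα16-coupled · Reagent – β-PEA at EC80 concentration, post-compound challenge · Compound dosing – 3 µM, single point · Timing – 140 s kinetic read after compound, 140 s after agonist · Detection – Fluo-8 intracellular calcium dye fluorescence, real-time kinetic reads · Control set – DMSO and EC80 PEA controls · Repeats – n of 1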
CHO parental Ca – ATP-evoked calcium signal inhibitors, parental CHO, primary screen, counter-screen for OX1R antagonist project, cell-based, fluorescence, Fluo-8 calcium dye. inhibition, % at 5.6 µM. parental CHO-K1, ATP-induced calcium, Fluo-8 fluorescence. hit rate 0.63% among 330,000;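 active = inhibition above that plate's mean sample inhibition plus 3 SD, cut at about 26% in these data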;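 also: 0% = ATP-challenged DMSO wells and 100% = DMSO wells without ATP; some compounds past the cut are filed as inactive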
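Assay system: parental CHO cells; Read-out basis: percent inhibition of ATP-evoked calcium rise, normalized to controls; Benchmarks: ATP and no-ATP DMSO wells; Compound dosing: single nominal dose of 5.6 µM per compound; Signal: Fluo-8 calcium dye fluorescence; Also added: ATP as calcium-mobilizing challenge; Repeats: singlicate.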
V1R ag counter – agonists of human V1a receptor, primary screen, counter-screen for OXTR agonist project, fluorescence, CHO-V1R cells | Fluo-8 calcium fluorescence, agonist mode; 0% DMSO, 100% 3 nM vasopressin | Vasopressin V1a receptor (Homo sapiens), P37288 | hit rate 0.25% among 320,000 | activation, % at 3 µM | AID 2797, 2010;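 active = activation above the mean activation of all tested compounds plus 3 SD, per screening run, cut at about 20% in these data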;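 also: signal is peak over basal fluorescence ratio across a 100 second FLIPR read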
OXTR agonist – human OXTR agonists, primary screen, fluorescence, CHO-OTR cells, Fluo-8 calcium; Fluo-8 calcium fluorescence; normalized: DMSO 0%, oxytocin 100%; activation, % at 3 µM; hit rate 0.32% among 320,000; AID 2435, 2010;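 active = activation above the mean of all tested compounds plus 3 SD, cutoff set per screening run, cut at about 20% in these data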;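 also: peak over basal fluorescence ratio from a 100 s FLIPR kinetic read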
Target sequence (P30559 whole entry, looked up): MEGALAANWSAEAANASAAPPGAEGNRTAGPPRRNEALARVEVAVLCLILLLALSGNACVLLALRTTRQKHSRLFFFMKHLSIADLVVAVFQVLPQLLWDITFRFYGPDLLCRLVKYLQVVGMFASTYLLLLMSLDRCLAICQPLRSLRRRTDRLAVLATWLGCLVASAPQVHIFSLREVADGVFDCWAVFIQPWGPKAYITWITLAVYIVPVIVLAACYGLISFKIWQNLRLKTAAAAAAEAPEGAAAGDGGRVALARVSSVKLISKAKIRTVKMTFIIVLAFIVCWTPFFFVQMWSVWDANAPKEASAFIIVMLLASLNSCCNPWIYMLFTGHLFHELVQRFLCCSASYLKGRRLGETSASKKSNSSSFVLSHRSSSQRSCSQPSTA
OXTR potentiator – human OXTR potentiators, primary screen, fluorescence, CHO-OTR cells, Fluo-8 calcium | Oxytocin receptor (Homo sapiens), P30559 | Fluo-8 calcium fluorescence, potentiator mode; 0% = oxytocin EC15, 100% = EC100 | activation, % at 3 µM | hit rate 0.061% among 320,000 | AID 2445, 2010;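 active = activation above that plate's cutoff, the mean activation of tested compounds plus 3 SD, cut at about 6.6% in these data, passing the limit was not always enough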;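 also: 100% uses oxytocin at 75 nM as the full agonist control; some results filed as inactive read as strong as hits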
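Material: CHO-OTR cells, human receptor; compound dosing: single dose, 3.0 µM nominal final compound concentration; schedule: 6 min compound pre-incubation at room temperature, 100 s kinetic read; measured by: kinetic Fluo-8 calcium fluorescence; read-out basis: % activation vs EC15 and EC100 oxytocin; controls: EC15 oxytocin alone as 0%, 75 nM oxytocin as 100%; replicates: singlicate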
M1 ag – human M1 muscarinic receptor agonists, primary screen, Fluo-8 calcium fluorescence, CHO-K1 cells, HTS. AID 588814, 2011. CHO-K1 hM1, agonist mode; 0% DMSO, 100% acetylcholine EC100. Muscarinic acetylcholine receptor M1 (Homo sapiens), P11229. hit rate 0.33% among 360,000. activation, % at 3 µM;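 active = activation above the run's mean compound activation plus 3 SD, cut at about 16% in these data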;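 also: peak over basal fluorescence ratio within a 140 s kinetic read after compound addition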
M1 antag – human M1 muscarinic receptor antagonists, primary screen, CHO-K1 cells, Fluo-8 calcium fluorescence, 1536-well; Muscarinic acetylcholine receptor M1 (Homo sapiens), P11229; CHO-K1 hM1, ACh EC80 antagonist; inhibition, % at 3 µM; hit rate 1.3% among 360,000; AID 588852, 2011;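 active = percent inhibition above its own plate's cutoff, namely the mean of that plate's compound wells plus 3 SD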;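 also: peak over basal fluorescence ratio during 140 s after agonist addition; 0% = ACh EC80 plus DMSO and 100% = DMSO alone without agonist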
M1 PAM – human M1 muscarinic receptor positive allosteric modulators, primary screen, CHO-K1 cells, Fluo-8 calcium fluorescence, 1536-well; CHO-K1 hM1, ACh EC20; 0% = ACh EC20, 100% = maximal ACh; activation, % at 3 µM; hit rate 0.088% among 360,000; AID 588819, 2011; in the data active = activation above about 19%, passing the limit was not always enough
TAAR1 agonist – human TAAR1 agonists, primary screen, Fluo-8 calcium fluorescence, CHO RD-HGA16 cells; Trace amine-associated receptor 1 (Homo sapiens), Q96RJ0; vehicle wells 0%, saturating PEA agonist 100%; activation, % at 3 µM; hit rate 0.99% among 360,000; AID 624467, 2012;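 active = activation above the mean activation of all test compounds in the run plus 3 SD, cut at about 38% in these data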
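System: CHO-derived RD-HGA16 cells with stable Gα16 and human TAAR1. Times: 17-24 h plating, Fluo-8 75 min 37 °C, 30 min RT. Measured by: calcium-sensitive Fluo-8 signal, excitation 470-495, emission 515-575 nm. Read-out basis: % activation relative to PEA EC100 response. Control set: DMSO and PEA EC100. Repeats: no replicates (n 1).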
The depositor's hits bear a star; x = not tested or not shown. This is a random part of the collection; 3.7% or so of the library scored in one or more.

mol | TAAR1 antag | CHO parental Ca | V1R ag counter | OXTR agonist | OXTR potentiator | M1 ag | M1 antag | M1 PAM | TAAR1 agonist
CN(C)c1ncnc2c1ncn2CCn1cnc2c(N(C)C)ncnc21 | 14 | x | x | x | x | -1 | -13 | 3 | 0
CCOC(=O)N1CCN(C(=O)c2c[nH]c3ccc(S(=O)(=O)N(C)c4ccc(OCC)cc4)cc3c2=O)CC1 | -12 | -1 | 0.7 | -0.3 | -9 | -4 | -7 | 6 | 2
COc1ccc(C(c2nnnn2C2CCCC2)N2CCC(C(N)=O)CC2)c(OC)c1 (stereo not drawn) | -5 | x | x | x | x | -3 | -25 | 5 | 0
O=C(COc1ccccc1)Nc1ccc(NC(=O)c2ccco2)cc1 | 22 | 5 | -0.6 | 1.9 | -2 | -2 | -9 | 6 | 10
COc1cccc(-c2nc(-c3cccs3)no2)c1 | -16 | -11 | -0.1 | -2.3 | -17 | -2 | -10 | 8 | 8
COC(=O)[C@]1(C)N[C@H](CN(C)S(=O)(=O)c2ccc(F)cc2)[C@@H]2C(=O)N(Cc3ccccc3)C(=O)[C@@H]21 | 4 | -23 | 1.6 | 1.9 | 4 | x | x | x | 1
CC(C)(C)c1nnc2sc(SCC(=O)NCc3ccco3)nn2c1=O | -3 | -19 | -0.1 | -1.2 | 1 | -6 | 21 | -4 | 2
NNc1nc2ccc(F)cc2s1 | 2 | -7 | -1.0 | 0.5 | 2 | -11 | -11 | -2 | -1
CNC(=O)c1ccccc1Sc1ccccc1C#N | 8 | 3 | 1.0 | -0.4 | -10 | -7 | 2 | 6 | -1
Cn1ccc(NC(=O)Nc2ccc(Cl)cc2)n1 | -12 | -20 | -0.1 | 1.3 | -4 | -1 | -12 | 8 | 2
COc1ccc(CNC(=O)CSc2nc3ccccc3n2C(C)=O)cc1 | -16 | -10 | -0.2 | -0.1 | -9 | -2 | -19 | 10 | 0
C#CCOc1c(Br)cc(/C=C2/C(=O)ON=C2C)cc1OC | 2 | 4 | 0.0 | -0.6 | -1 | -3 | 10 | -2 | 8
COc1ccc(CNC(=O)C(C)N(C)Cc2cccc(F)c2)cc1 (stereo not drawn) | -10 | -15 | 1.5 | -0.9 | 5 | -9 | -3 | 4 | 2
CC1=NCCN1CCNC(=O)Nc1cc(C)cc(C)c1 | -15 | 1 | 0.1 | -0.5 | -3 | -4 | -11 | 6 | 1
O=C1CCN(Cc2cccnc2)CCN1[C@H](CO)Cc1ccccc1 | -11 | -16 | 2.2 | 0.2 | -1 | -6 | 3 | 1 | 19
CSCCC(NC(=O)OC(C)(C)C)C(=O)Oc1ccc2c(=O)c(-c3ccc4c(c3)OCCO4)coc2c1 (stereo not drawn) | 19 | 11 | 6.2 | 5.9 | -11 | 3 | -4 | 1 | 13
Cc1ccc(N(CC(=O)NCC2CCCO2)C(=O)CNS(=O)(=O)c2ccc(Cl)cc2)cc1 (stereo not drawn) | 3 | -16 | 0.4 | 0.0 | -8 | -1 | 1 | 6 | 5
Cc1ccccc1N1C(=O)C2C3C=CC(CC3)C2C1=O (stereo not drawn) | -3 | -9 | 4.7 | 1.0 | 2 | 1 | -13 | 17 | 0
Cc1ccc(S(=O)(=O)NCCc2cccs2)cc1 | -17 | -9 | -1.9 | -2.2 | -3 | -1 | 9 | -6 | 1
COc1ccc(C(=O)c2c(C(F)(F)F)oc3c2C(=O)c2ccccc2C3=O)cc1OC | 8 | -24 | 0.2 | -0.9 | -3 | -3 | -37 | 4 | 8
COc1cc(S(=O)(=O)Nc2ccc3nc(C)sc3c2)ccc1NC(C)=O | 4 | -12 | 1.0 | 1.3 | 2 | -3 | 1 | 0 | 2
Cc1cc(C)nc(/N=C2\NC(=O)CC(C(=O)O)N2c2ccc(C)c(C)c2)n1 (stereo not drawn) | -4 | -1 | 1.0 | -0.1 | -4 | -5 | -3 | 2 | 5
CC(C)Cc1ccc(C(C)C(=O)N2CCOCC2)cc1 (stereo not drawn) | 4 | -4 | 2.0 | 0.8 | -4 | 0 | -8 | 4 | 8
O=C(Nc1cccc(F)c1)C1CC(=O)N(c2ccc(Cl)cc2)C1 (stereo not drawn) | 7 | 19 | 2.1 | 3.9 | -16 | -1 | -12 | 10 | 6
O=C(O)/C(=C\c1ccccc1OC(F)F)c1ccc(-c2ccccc2)cc1 | -25 | -1 | -1.1 | -0.9 | -2 | -5 | -12 | 11 | 0
COc1ccc(CCN(C)C(=O)CNC(=O)Cc2cccc3ccccc23)cc1OC | -4 | -17 | -1.1 | -1.6 | -8 | -3 | -12 | 12 | 2
COc1cc(OC)cc(C(=O)NC(C(=O)NNC(=O)c2ccc(C)cc2)C(C)C)c1 (stereo not drawn) | -14 | -16 | -0.4 | -1.7 | -6 | -7 | -14 | 14 | 1
COc1cc(NC(=O)c2ccco2)c(OC)cc1NC(=O)CSc1ncc(-c2ccc(F)cc2)[nH]1 | 5 | -16 | 0.3 | -1.0 | -9 | -3 | 19 | -8 | 10
Cn1c(CN2CCCCC2)nc2cc([N+](=O)[O-])ccc21 | -27 | -7 | -0.3 | 0.0 | -18 | -7 | -13 | 8 | 0
OC(COCCOc1ccc(Br)cc1)CN1CCCCC1 (stereo not drawn) | -2 | 2 | 0.7 | -0.5 | -6 | -13 | 27 | -15 | 7
CCOC(=O)CCSc1nc(-c2ccccc2)cc(C(F)(F)F)n1 | 16 | -25 | 0.6 | -0.3 | -3 | -5 | -11 | 1 | 7
Cc1ccc(NC2c3ccccc3C(=O)N2c2cccnc2)cc1 (stereo not drawn) | -17 | -15 | 0.2 | -0.5 | -1 | -2 | -18 | 2 | 6
O=C(/C=C\c1ccc(-c2cccc([N+](=O)[O-])c2)o1)N1CCOCC1 | 31 | -25 | -1.1 | -1.1 | -5 | -5 | 8 | -5 | 6
CCOc1ccccc1C(=O)Nc1nnc(SCC(=O)N2CCOCC2)s1 | -15 | 5 | -0.3 | -1.0 | -12 | -5 | -13 | 6 | 5
Cc1ccc(C)n1-n1cnc2sc(-c3ccccc3)cc2c1=O | 23 | -26 | 0.8 | 0.2 | 1 | -3 | -1 | -5 | 7
COc1cc(OC)cc(C(=O)NC2CCCCCCC2)c1 | -6 | -19 | -2.4 | -2.4 | -5 | -7 | -1 | 5 | -2
CC1(C)CC(=O)C2=C(C1)C(c1cn(-c3ccccc3)nc1-c1ccccc1)C(C#N)=C(N)O2 (stereo not drawn) | -1 | -14 | -0.7 | -2.4 | -6 | -6 | -9 | 7 | 7
CCc1nc(N2CCN(S(=O)(=O)c3ccc(Br)cc3)CC2)c2c(C)c(C)sc2n1 | -17 | -14 | -0.4 | -0.6 | -10 | -6 | -9 | -1 | 3
CS(=O)(=O)N1CCN(c2ccc(NC(=O)c3cccnc3Cl)cc2)CC1 | 8 | -1 | 0.7 | 0.2 | -2 | -1 | -1 | 3 | -1
COc1ccc(CNC2CCN(Cc3ccccc3)CC2)cc1 | -3 | -10 | 3.0 | 1.1 | -11 | -9 | -6 | -2 | 0

Profiles from above.
Profile of COc1cc(OC)cc(C(=O)NC(C(=O)NNC(=O)c2ccc(C)cc2)C(C)C)c1 (stereo not drawn) : TAAR1 antag: -14; CHO parental Ca: -16; V1R ag counter: -0.4; OXTR agonist: -1.7; OXTR potentiator: -6; M1 ag: -7; M1 antag: -14; M1 PAM: 14; TAAR1 agonist: 1
Profile of Cn1c(CN2CCCCC2)nc2cc([N+](=O)[O-])ccc21 : TAAR1 antag: -27; CHO parental Ca: -7; V1R ag counter: -0.3; OXTR agonist: 0.0; OXTR potentiator: -18; M1 ag: -7; M1 antag: -13; M1 PAM: 8; TAAR1 agonist: 0

Other entries
mol | TAAR1 antag | CHO parental Ca | V1R ag counter | OXTR agonist | OXTR potentiator | M1 ag | M1 antag | M1 PAM | TAAR1 agonist
CCNC(=S)Nc1ccc(OC(F)(F)F)cc1 | -3 | -1 | 1.4 | 0.1 | -22 | -1 | -9 | 8 | 3
O=C(C1=NN[C@@H]2C(=O)N(c3cccc(F)c3)C(=O)[C@H]12)c1cnccn1 | -30 | -13 | -0.2 | -0.4 | -7 | -3 | -7 | 2 | 4
CCN(CC)S(=O)(=O)c1ccc(OC)c(NC(=O)C2CC(=O)N(c3ccc(C)cc3)C2)c1 (stereo not drawn) | 9 | -8 | 0.6 | -0.5 | -5 | -5 | 2 | -6 | 5
COc1ccccc1/C=C(/C#N)C(=O)O | 1 | x | x | x | x | 0 | -17 | 13 | 4
COc1ccc(C(CC(=O)NCC(OC)OC)NS(=O)(=O)c2ccc(Cl)cc2)cc1 (stereo not drawn) | -3 | -11 | 0.1 | 0.8 | -5 | -7 | 3 | 4 | 0
COc1ccc(CNC(=O)CCSCc2cccc(Cl)c2)cc1 | 1 | -19 | -0.5 | -1.6 | -6 | -7 | -6 | 8 | 2
Cc1cc(C)nc(N(C#N)CN2C(=O)c3ccccc3S2(=O)=O)n1 | 6 | -13 | 2.2 | 0.8 | -7 | 2 | -11 | -12 | 7
CCSc1nnc(NC(=O)c2c(C)noc2C)s1 | -24 | -4 | 3.2 | 0.5 | -4 | 2 | -11 | 13 | 3
COc1ccc(C(=O)Nc2cccc3c2C(=O)NC3=O)cc1S(=O)(=O)N1CCOCC1 | 6 | -4 | 0.0 | -0.4 | -18 | -4 | 8 | -1 | 2
CCc1ccc(NC(=O)c2ccc(NC3=NC4CS(=O)(=O)CC4S3)cc2)cc1 (stereo not drawn) | -18 | -6 | -1.0 | 0.0 | 0 | -4 | -6 | -5 | 1
Cc1ccc(NC(=O)CSc2ccc(-c3cccnc3)nn2)cc1Cl | -15 | 13 | 7.5 | 4.3 | -3 | 0 | 4 | 0 | 21
